Screening results deposited in PubChem BioAssay by several laboratories.
DSG3 Ab inh – human desmoglein-3 autoantibody binding inhibition. DSG3-coupled beads, scFv-anti-DSG3-GFP binding, flow cytometry; active compounds read low. binding (percent of control), % at 10 µM. 0.48% of 310,000 active;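 active = binding more than 3 SD below its plate's average and above zero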;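 also: hits lower antibody fragment binding to DSG3; some compounds called inactive have numbers as strong as hits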
CDK5 inh – blocks human CDK5/p35 kinase activity | Q00535+Q15078 | Recombinant CDK5/p35, ADP-Glo luminescence, 60 min | inhibition, % at 10 µM | 0.01% of 330,000 active | AID 488839;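 active = highest replicate inhibition of at least 50% and at least 75% of replicates reaching 50%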;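 also: plate controls were DMSO neutral control for no effect and GW8510 at 10 µM for full effect; many of its hits are not listed in these tables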
Target sequence (Q00535 whole entry, looked up): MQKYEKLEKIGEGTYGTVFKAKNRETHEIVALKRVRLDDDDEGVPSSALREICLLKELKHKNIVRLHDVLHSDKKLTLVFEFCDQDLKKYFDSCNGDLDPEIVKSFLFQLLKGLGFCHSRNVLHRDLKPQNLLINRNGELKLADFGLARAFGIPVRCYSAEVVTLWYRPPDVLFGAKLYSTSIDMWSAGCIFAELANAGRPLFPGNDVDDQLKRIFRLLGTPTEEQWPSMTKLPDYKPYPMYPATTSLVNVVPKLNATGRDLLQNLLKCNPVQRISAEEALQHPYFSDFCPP
Target sequence (Q15078 whole entry, looked up): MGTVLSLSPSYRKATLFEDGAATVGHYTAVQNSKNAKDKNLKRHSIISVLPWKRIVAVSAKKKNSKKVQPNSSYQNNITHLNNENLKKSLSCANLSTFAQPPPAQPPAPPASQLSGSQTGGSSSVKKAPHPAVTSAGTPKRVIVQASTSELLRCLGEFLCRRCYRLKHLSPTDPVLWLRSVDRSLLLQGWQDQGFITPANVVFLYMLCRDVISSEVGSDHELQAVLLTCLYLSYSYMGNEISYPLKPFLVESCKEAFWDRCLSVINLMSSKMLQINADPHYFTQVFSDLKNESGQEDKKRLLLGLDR
SR-BI HDL uptake – inhibitors of mouse SR-BI mediated HDL lipid uptake | ldlA[mSR-BI] CHO cells, DiI-HDL uptake fluorescence, 3 h | Q61009 | inhibition, % at 12.5 µM | 0.96% of 320,000 active;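 active = mean replicate inhibition of at least 70% and a set share of replicates each scoring 70 or more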;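 also: 0% = median of neutral control wells and 100% = median of positive control wells; values of inactives mirror those of a sister screen read the other way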
SR-BI uptake up – activators of SR-BI mediated HDL lipid uptake. CHO ldlA[mSR-BI] cells, DiI-HDL uptake fluorescence, 3 h; 100 = double the neutral-control signal. activation, % at 12.5 µM. 0.096% of 320,000 active. AID 504775;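 active = mean replicate activation of at least 60% and every replicate at or above 60%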;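 also: 0% = median plate neutral-control signal and 100% = twice that signal; values of inactives mirror those of a sister screen read the other way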
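System: CHO ldlA[mSR-BI] cells / Medium: HEPES-buffered (25 mM, pH 7.4) F12 plus 0.5% BSA / Probe or stimulus: labelled HDL, 10 µg/mL / Doses: single compound concentration, delivered by pin transfer / Schedule: 3 h, 37 °C / Measured by: DiI fluorescence, bottom read / Measure: cell-associated DiI fluorescence as measure of HDL uptake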
dFosB activator – mouse delta FosB homodimer activation; P13346; purified delta FosB, TAMRA-CDK5 oligo fluorescence polarization; percent of positive-control signal above neutral wells; activation, % at 25 µM; 0.99% of 340,000 active; AID 493131;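 active = mean activation above about 17%, with every replicate also reaching it, limit read from the data, passing the limit was not always enough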;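 also: fluorescence polarization rise as delta FosB binds a TAMRA Cdk5 AP-1 oligo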
PKA-R1A act – PKA-R1A complex activation | P00514+P68181 | activation, % at 11.4 µM | AID 504707 | PKA-R1A dissociation, Cy5-IP20 fluorescence polarization; scaled: DMSO 0%, 113 µM cGMP 100% | 0.083% of 340,000 active;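 active = percent activation above the mean of all tested compounds plus 3 SD, cut at about 19% in these data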;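 also: higher means more PKAc released from R1A so a rise in polarization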
PKA-R2B act – activators of human PKA-R2B complex; PKA-R2B holoenzyme dissociation, Cy5-IP20 fluorescence polarization; R2B truncated from residue 108, S112A mutant; 0% DMSO only, 100% 113 µM cGMP; activation, % at 11.4 µM; 0.079% of 340,000 active; AID 504700;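 active = activation above a cutoff set at the mean over all compounds plus 3 SD, cut at about 18% in these data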;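 also: higher means more holoenzyme dissociation and a rise in polarization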
Target sequence (P31323 whole entry, looked up, other chains not shown, the tested form may be a part): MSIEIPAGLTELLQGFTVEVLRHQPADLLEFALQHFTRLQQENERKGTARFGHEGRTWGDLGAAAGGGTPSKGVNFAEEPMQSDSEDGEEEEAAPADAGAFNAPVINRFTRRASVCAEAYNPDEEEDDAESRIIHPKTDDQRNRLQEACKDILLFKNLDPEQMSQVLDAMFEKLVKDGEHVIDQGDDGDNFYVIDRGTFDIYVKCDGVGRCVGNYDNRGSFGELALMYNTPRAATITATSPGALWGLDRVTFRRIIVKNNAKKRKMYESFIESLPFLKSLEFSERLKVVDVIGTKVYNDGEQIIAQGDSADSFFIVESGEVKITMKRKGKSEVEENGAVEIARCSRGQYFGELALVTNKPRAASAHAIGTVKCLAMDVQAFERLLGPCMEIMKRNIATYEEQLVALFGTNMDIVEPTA
MITF TRPM1 HTS – increases MITF-driven TRPM1 promoter luciferase signal. SK-MEL-5 TRPM1-promoter luciferase, 24 h; % of positive control, neutral wells = 0. activation, % at 12.5 µM. 0.75% of 300,000 active. AID 588334;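 active = mean activation of at least 80% with every replicate also reaching 80%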;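 also: 0% = neutral control wells and 100% = parthenolide positive control wells; values of inactives mirror those of a sister screen read the other way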
Arrestin-AP2 inh – inhibitors of human beta-arrestin and AP2 interaction | FITC-arrestin peptide / GST-AP2 beads, flow cytometry; AP2 beta2 appendage carries R879A mutation | inhibition, % at 10 µM | 0.31% of 340,000 active | AID 504490;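 active = inhibition above a set limit, near 3 SD of compounds lacking own fluorescence, cut at about 54% in these data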;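 also: plate controls were DMSO wells for no effect and 5 µM unlabelled arrestin peptide for full effect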
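system = GST-tagged AP2 beta2-adaptin appendage (R879A) on 4 µm glutathione beads | reagent = FITC-labelled arrestin peptide probe, 50 nM final | schedule = compound with beads 12 min RT, then probe 1 h RT | signal = HyperCyt-sampled flow cytometry, FL1 channel, ex 488/em 535 nm | read-out = percent response from loss of bead-bound FITC fluorescence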
NSD2 inh – inhibitors of human histone methyltransferase NSD2 | O96028 | NSD2 peptide methylation, AlphaScreen, 120 min | AID 743445 | 0.54% of 310,000 active | inhibition, % at 12.5 µM; in the data active = inhibition above about 50%
SUMO Mot1 rescue – inhibitors of SUMOylation pathway: yeast Mot1-301 growth rescue | S. cerevisiae Mot1-301 growth rescue, ATP luminescence, 38.5C; percent above DMSO median, 100 means doubled | growth rescue, % at 18.8 µM | 1% of 320,000 active;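 active = every valid replicate shows activation above 250% relative to neutral control wells; inactive = the rest, any valid replicate at or below 250%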;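 also: OY570 slx delta 5 strain wells were the positive control but not used for scaling; some compounds called inactive have numbers as strong as hits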
* = called active by the depositor; / = no result given.

SMILES	DSG3 Ab inh	CDK5 inh	SR-BI HDL uptake	SR-BI uptake up	dFosB activator	PKA-R1A act	PKA-R2B act	MITF TRPM1 HTS	Arrestin-AP2 inh	NSD2 inh	SUMO Mot1 rescue
CCN(CC)C(=O)CSc1nc2c(sc(=S)n2CC)c(=O)n1-c1ccccc1	106	0.1	14	-14	-13	13	7	7	3	0	8
Cc1cc(C)cc(N(C(=O)c2csnn2)C(C(=O)NC2CCCCC2)c2ccccn2)c1 (configuration not stated)	135	-7.5	/	/	-3	2	1	-2	-1	14	4
CCC(=O)c1c(CC)c2n3c1CC[C@H]3CCC2	107	-1.4	10	-10	4	-11	3	-1	28	/	-3
O=C(CNS(=O)(=O)c1ccc(Cl)cc1)OCC(=O)N1CCCc2ccccc21	/	0.3	16	-16	3	-4	0	1	2	-1	0
Cc1csc(=O)n1CCC(=O)OCC(=O)NNC(=O)c1ccc(Cl)cc1	98	0.6	-21	21	-4	-10	-3	11	4	-2	/
COc1cc(N2CCOCC2)ccc1C=C(C#N)C#N	103	-2.6	13	-13	2	-9	-5	-5	3	-1	-14
Cc1ccc(SCCC(=O)OC(C(=O)NC(N)=O)C(C)C)cc1 (configuration not stated)	107	-0.5	1	-1	-2	-4	-12	5	36	2	-12
Cc1nc(CNS(=O)(=O)c2ccc3ccccc3c2)cs1	99	1.1	-39	39	-1	-10	-8	-5	25	/	-8
CCC(CC)c1nnc(NC(=O)CN2C(=O)NC3(CCCC3)C2=O)s1	/	0.1	19	-19	3	3	-5	-16	-6	1	12
CCCCC(=O)N1CC(=O)Nc2ccc(F)cc2C1c1ccc(F)cc1 (configuration not stated)	98	-1.8	11	-11	-6	-13	-5	16	-1	-5	-25
COc1ccc(C)cc1NC(=O)c1nc2nc(C)cc(C)n2n1	106	-2.6	8	-8	4	-4	-7	-14	-5	0	/
Cc1cccc(C(=O)c2c[nH]cc2-c2ccccc2)c1	104	-2.2	5	-5	-3	-1	-3	3	-5	-3	-6
COc1ccc2c(c1)sc(=NC(=O)CS(=O)(=O)c1ccc(F)cc1)n2C	95	-3.9	7	-7	-6	4	6	1	-3	1	/
COc1ccc(C)cc1NC(=O)C(=O)N1CCCC1	109	-0.3	8	-8	-3	3	5	-19	11	13	244
COc1ccc(CCN2CC(C(=O)NCc3ccc(F)cc3)CC2=O)cc1OC (configuration not stated)	95	1.3	/	/	-2	-5	-7	-7	-8	2	-15

Part of the list above, with values under each structure.
Values run as follows: DSG3 Ab inh, CDK5 inh, SR-BI HDL uptake, SR-BI uptake up, dFosB activator, PKA-R1A act, PKA-R2B act, MITF TRPM1 HTS, Arrestin-AP2 inh, NSD2 inh, SUMO Mot1 rescue
> Cc1nc(CNS(=O)(=O)c2ccc3ccccc3c2)cs1
→ 99, 1.1, -39, 39, -1, -10, -8, -5, 25, /, -8
> CCC(CC)c1nnc(NC(=O)CN2C(=O)NC3(CCCC3)C2=O)s1
→ /, 0.1, 19, -19, 3, 3, -5, -16, -6, 1, 12
> CCCCC(=O)N1CC(=O)Nc2ccc(F)cc2C1c1ccc(F)cc1 (configuration not stated)
→ 98, -1.8, 11, -11, -6, -13, -5, 16, -1, -5, -25

3 entries already listed, sorted by the number in NSD2 inh, highest first:
| Molecule | NSD2 inh |
| --- | --- |
| Cc1cc(C)cc(N(C(=O)c2csnn2)C(C(=O)NC2CCCCC2)c2ccccn2)c1 (configuration not stated) | 14 |
| Cc1ccc(SCCC(=O)OC(C(=O)NC(N)=O)C(C)C)cc1 (configuration not stated) | 2 |
| COc1cc(N2CCOCC2)ccc1C=C(C#N)C#N | -1 |

(more compounds)
SMILES	DSG3 Ab inh	CDK5 inh	SR-BI HDL uptake	SR-BI uptake up	dFosB activator	PKA-R1A act	PKA-R2B act	MITF TRPM1 HTS	Arrestin-AP2 inh	NSD2 inh	SUMO Mot1 rescue
C/C(=N\NC(=O)Cn1cnc2ccccc21)c1cccs1	96	0.4	-24	24	-3	-3	-5	5	4	1	-5
O=C(NCc1ccc(Cl)cc1)C(=O)NCC1OCCN1S(=O)(=O)c1cccs1 (configuration not stated)	104	-3.7	-6	6	-15	-6	-7	/	-6	/	24
Cc1noc(C)c1C(=O)OCC(=O)c1c[nH]c2ccccc12	117	-2.1	9	-9	0	5	-5	-1	34	-4	-7
O=C(CS(=O)(=O)c1c[nH]c2ccccc12)N1CCc2ccccc21	103	-1.2	24	-24	-7	-9	-8	-4	-6	/	-9
CNC(=O)CSc1nnnn1-c1ccc2c(c1)OCCO2	99	-1.4	-10	10	-2	1	-5	9	1	-2	557
CCOc1cc(/C=C2\SC(=NC)N(C)C2=O)c(Br)cc1OC(C)=O	113	-1.9	16	-16	-12	2	3	/	-9	-1	-5
COc1cccc(CNC(=O)CCN2C(=S)NC(C)(C)CC2C)c1 (configuration not stated)	109	4.6	-17	17	-1	-5	8	-11	2	30	-27
O=C(CN1C(=O)COc2ccccc21)c1ccc(Cl)cc1	/	-1.2	12	-12	-2	-2	8	/	-7	-3	-7
C=C1C(C(=O)Nc2ccccc2)C1C(=O)Nc1ccccc1 (configuration not stated)	97	0.2	-11	11	-3	-1	0	7	38	-2	11
COc1cccc2cc(C(=O)N3CCCc4ccccc43)oc12	99	-5.2	33	-33	-9	1	-3	13	-1	-2	14
CC(C)(C)c1ccc(C(=O)n2cnc3ccccc32)cc1	123	2.1	-52	52	-6	-2	-8	/	9	0	24
CCc1nc2ccccc2c(=O)n1/N=C/c1ccc(Cl)cc1	108	-0.2	6	-6	8	-3	2	2	34	1	1
CN(C)C(CN1C(=O)C2CC=CCC2C1=O)c1cn(C)c2ccccc12 (configuration not stated)	103	0.2	-8	8	2	2	1	-13	-1	5	-16
CCOc1cc([N+](=O)[O-])c2nc(N)sc2c1	88	0.5	9	-9	3	-8	-11	0	-8	1	-3
O=C(C1CCN(S(=O)(=O)N2CCOCC2)CC1)N1CCOCC1	106	-0.4	-29	29	4	-5	-3	-1	-8	-3	-7

Taken from above.
In Arrestin-AP2 inh, `COc1cc(N2CCOCC2)ccc1C=C(C#N)C#N` shows 3
In Arrestin-AP2 inh, `CC(C)(C)c1ccc(C(=O)n2cnc3ccccc32)cc1` shows 9
In SUMO Mot1 rescue, `CCC(=O)c1c(CC)c2n3c1CC[C@H]3CCC2` shows -3
In CDK5 inh, `CCc1nc2ccccc2c(=O)n1/N=C/c1ccc(Cl)cc1` shows -0.2
In MITF TRPM1 HTS, `Cc1cc(C)cc(N(C(=O)c2csnn2)C(C(=O)NC2CCCCC2)c2ccccn2)c1` (configuration not stated) shows -2

New compounds follow
SMILES	DSG3 Ab inh	CDK5 inh	SR-BI HDL uptake	SR-BI uptake up	dFosB activator	PKA-R1A act	PKA-R2B act	MITF TRPM1 HTS	Arrestin-AP2 inh	NSD2 inh	SUMO Mot1 rescue
O=C(CN1C2CCCC1CC(NC(=O)c1ccccc1)C2)Nc1ccccc1 (configuration not stated)	/	1.1	5	-5	-9	5	0	17	-14	-3	12
CC(=O)Nc1ccc(NC(=O)CC(c2ccccc2)c2ccccc2)cc1	105	-3.3	7	-7	-2	6	-2	/	7	0	-5
COc1cc(OC)cc(C(=O)N2CCC(N3CCN(c4ccccc4)CC3)CC2)c1	97	0.6	9	-9	-2	-3	-7	-12	24	2	-7
CN1CCCC(OC(=O)CCCCC(=O)OC2CCCN(C)C2)C1 (configuration not stated)	111	2.2	-3	3	0	-4	-5	8	8	1	-13
Cc1ccc(S(=O)(=O)NC(=O)NC(C)c2ccc(F)cc2)cc1 (configuration not stated)	111	0.5	/	/	3	1	-8	-6	19	-3	-17
COc1cc(OC)c(N(C)S(=O)(=O)c2cccc(C(=O)OCc3c(C)noc3C)c2)cc1Cl	110	-0.2	-2	2	-1	-3	-12	5	41	39	-2
COc1cc(CNCCc2ccccc2)ccc1OCC(N)=O	99	-0.1	-64	64*	1	-16	0	-5	39	-2	-1
Cc1nnc2ccc(-c3cccc(NS(=O)(=O)c4ccccc4Cl)c3)nn12	98	0.7	18	-18	-6	2	-7	14	1	-2	-15
O=C(O)Cn1nc(-c2ccc(F)cc2)oc1=O	/	0.9	-11	11	0	6	5	13	33	4	-9
OC(CN1CCN(c2ncc(C(F)(F)F)cc2Cl)CC1)c1ccccc1 (configuration not stated)	102	0.4	-3	3	-4	-1	-2	8	21	-1	100
O=C(CSc1nnc(CNC(=O)c2c(F)cccc2Cl)o1)NCCc1ccccc1	107	0.0	0	0	-4	-10	3	15	-3	13	-6
Cc1cc(SCc2ccc(Br)cc2)nc(=O)[nH]1	117	-2.8	-9	9	-3	4	11	12	-21	3	173
Cc1nc(Nc2ccccc2)sc1C	99	-1.2	17	-17	1	13	2	26	-3	1	/
Cc1[nH]n(S(=O)(=O)Cc2ccccc2)c(=O)c1N=Nc1ccccc1Cl	102	-0.2	-5	5	-4	-15	-3	-27	-10	19	2
CCOc1ccc(NS(=O)(=O)c2ccc(NC(=O)C3CCCO3)cc2)cc1 (configuration not stated)	118	1.1	-10	/	-11	-1	-13	-19	-5	2	7
Cn1nc(C(=O)Nc2ccc(-n3cnnn3)cc2)c2ccccc2c1=O	94	1.2	17	-17	7	-2	1	0	-10	-1	10
CC(C)c1ccc(N(C(=O)c2cc3ccccc3oc2=O)C2C=CS(=O)(=O)C2)cc1 (configuration not stated)	98	-0.4	1	-1	-8	4	-5	-13	14	0	-1
CCN1C(=NCc2ccco2)N[C@@H](c2cccc(C(F)(F)F)c2)C(C(=O)OC)=C1C	111	0.4	1	-1	3	-9	0	6	-2	/	217

SR-BI uptake up: hit marks shown above.
SMILES	DSG3 Ab inh	CDK5 inh	SR-BI HDL uptake	SR-BI uptake up	dFosB activator	PKA-R1A act	PKA-R2B act	MITF TRPM1 HTS	Arrestin-AP2 inh	NSD2 inh	SUMO Mot1 rescue
COc1cc(CNCCc2ccccc2)ccc1OCC(N)=O	99	-0.1	-64	64*	1	-16	0	-5	39	-2	-1
